Assay outcomes deposited in PubChem by University of Kansas High Throughput Screening Laboratory.
mHTT CaM bind: disrupts binding of mutant huntingtin to calmodulin. AlphaScreen His-mHTT/GST-CaM binding, luminescence. inhibition, % at 15 µM. AID 1671202. P42858. 190,000 tested, 3.6% active;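 note: 0% = both proteins with DMSO and 100% = one protein alone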
Target sequence (P42858 whole entry, looked up, stated change not applied): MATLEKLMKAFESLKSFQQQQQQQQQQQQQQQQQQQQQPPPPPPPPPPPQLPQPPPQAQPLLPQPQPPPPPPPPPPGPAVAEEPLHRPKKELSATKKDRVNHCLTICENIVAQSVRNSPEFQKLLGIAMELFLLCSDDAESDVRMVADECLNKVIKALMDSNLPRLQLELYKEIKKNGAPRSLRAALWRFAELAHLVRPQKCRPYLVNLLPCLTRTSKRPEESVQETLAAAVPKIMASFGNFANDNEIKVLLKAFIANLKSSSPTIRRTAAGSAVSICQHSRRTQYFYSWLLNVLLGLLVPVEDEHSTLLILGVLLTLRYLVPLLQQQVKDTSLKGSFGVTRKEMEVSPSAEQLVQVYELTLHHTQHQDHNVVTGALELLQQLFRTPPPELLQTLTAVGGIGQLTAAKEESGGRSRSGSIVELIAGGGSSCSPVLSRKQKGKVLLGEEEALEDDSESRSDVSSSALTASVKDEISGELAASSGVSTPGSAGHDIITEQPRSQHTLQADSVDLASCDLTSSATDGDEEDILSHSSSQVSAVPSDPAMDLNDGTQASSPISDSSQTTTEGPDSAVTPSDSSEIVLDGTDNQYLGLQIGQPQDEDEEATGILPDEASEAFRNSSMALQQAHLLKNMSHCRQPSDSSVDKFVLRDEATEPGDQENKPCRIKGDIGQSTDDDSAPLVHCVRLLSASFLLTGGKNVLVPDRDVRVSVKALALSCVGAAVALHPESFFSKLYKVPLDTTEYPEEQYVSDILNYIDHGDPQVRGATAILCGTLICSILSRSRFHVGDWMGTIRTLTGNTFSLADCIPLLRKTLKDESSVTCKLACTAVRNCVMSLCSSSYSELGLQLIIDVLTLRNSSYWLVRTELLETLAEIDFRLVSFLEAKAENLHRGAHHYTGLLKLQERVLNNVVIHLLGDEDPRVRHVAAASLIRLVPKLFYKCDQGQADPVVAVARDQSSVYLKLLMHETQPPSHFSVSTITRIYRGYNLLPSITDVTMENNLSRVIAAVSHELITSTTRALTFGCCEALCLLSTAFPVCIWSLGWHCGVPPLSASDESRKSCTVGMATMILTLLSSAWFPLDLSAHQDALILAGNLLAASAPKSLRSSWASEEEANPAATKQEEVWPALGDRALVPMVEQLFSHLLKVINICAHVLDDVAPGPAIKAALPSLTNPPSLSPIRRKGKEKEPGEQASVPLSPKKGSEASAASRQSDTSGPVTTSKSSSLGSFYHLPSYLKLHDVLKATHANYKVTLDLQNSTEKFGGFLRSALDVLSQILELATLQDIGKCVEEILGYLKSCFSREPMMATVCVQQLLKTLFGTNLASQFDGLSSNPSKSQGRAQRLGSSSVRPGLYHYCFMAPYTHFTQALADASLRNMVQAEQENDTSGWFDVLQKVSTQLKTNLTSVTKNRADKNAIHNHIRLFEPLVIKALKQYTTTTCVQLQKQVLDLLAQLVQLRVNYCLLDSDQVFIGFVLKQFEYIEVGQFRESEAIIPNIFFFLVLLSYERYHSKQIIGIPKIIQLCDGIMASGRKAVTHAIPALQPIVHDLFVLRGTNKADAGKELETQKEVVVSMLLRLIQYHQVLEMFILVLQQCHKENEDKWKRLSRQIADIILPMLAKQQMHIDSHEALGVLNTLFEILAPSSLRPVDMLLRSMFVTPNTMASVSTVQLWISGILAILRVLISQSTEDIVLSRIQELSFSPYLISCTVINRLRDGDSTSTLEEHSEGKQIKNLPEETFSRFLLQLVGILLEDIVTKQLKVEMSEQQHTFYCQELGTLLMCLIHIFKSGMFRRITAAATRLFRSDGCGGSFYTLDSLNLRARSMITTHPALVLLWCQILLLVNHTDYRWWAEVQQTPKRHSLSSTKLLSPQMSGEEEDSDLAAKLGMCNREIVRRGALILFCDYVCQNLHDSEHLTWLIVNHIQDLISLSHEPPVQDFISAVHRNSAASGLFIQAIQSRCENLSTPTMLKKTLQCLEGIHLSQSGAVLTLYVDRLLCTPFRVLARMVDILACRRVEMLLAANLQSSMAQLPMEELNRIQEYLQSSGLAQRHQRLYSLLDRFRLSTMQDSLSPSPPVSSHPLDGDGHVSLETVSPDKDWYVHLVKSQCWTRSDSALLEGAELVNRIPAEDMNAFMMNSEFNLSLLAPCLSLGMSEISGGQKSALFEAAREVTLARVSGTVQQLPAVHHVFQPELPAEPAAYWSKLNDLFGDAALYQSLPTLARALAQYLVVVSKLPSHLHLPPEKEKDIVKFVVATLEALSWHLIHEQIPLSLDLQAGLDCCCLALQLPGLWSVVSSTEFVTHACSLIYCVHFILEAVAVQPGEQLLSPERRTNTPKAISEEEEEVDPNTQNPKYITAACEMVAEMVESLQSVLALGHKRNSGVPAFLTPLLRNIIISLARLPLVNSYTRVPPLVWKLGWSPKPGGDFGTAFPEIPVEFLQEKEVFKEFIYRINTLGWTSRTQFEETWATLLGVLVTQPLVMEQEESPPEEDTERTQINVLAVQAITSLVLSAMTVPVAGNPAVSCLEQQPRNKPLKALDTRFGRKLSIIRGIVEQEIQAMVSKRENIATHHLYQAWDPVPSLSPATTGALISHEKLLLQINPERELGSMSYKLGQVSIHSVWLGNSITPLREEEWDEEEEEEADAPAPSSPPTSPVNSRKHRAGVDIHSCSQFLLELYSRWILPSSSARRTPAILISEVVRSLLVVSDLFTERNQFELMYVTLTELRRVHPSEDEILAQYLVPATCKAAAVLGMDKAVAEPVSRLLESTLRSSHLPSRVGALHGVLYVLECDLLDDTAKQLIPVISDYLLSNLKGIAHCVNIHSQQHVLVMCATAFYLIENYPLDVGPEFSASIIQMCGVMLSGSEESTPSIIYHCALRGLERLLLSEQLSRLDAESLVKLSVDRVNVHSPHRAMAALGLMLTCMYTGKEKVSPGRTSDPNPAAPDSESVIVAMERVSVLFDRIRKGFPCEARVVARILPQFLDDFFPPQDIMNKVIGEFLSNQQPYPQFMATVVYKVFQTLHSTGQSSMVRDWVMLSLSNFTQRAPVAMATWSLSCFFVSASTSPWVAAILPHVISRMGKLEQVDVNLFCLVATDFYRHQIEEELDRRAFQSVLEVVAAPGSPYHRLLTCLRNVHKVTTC
Pf apPOL block: Pf-apPOL DNA polymerase inhibition | Recombinant Pf-apPOL, molecular beacon fluorescence, 1.5 h | inhibition, % at 10 µM | 210,000 tested, 0.25% active | AID 1794808
* = called active by the depositor; nt = no result given; & = joins results of further samples. Cut-off read from the data, not from the text of the source: active = inhibition above about 50%; inactive = the rest.

SMILES	mHTT CaM bind	Pf apPOL block
Nn1c(C2CCCO2)n[nH]c1=S (centres undefined)	1	nt
CCOc1ccc(-c2ccc(=O)n(CCNS(C)(=O)=O)n2)cc1	7	-8
OCC(O)C(O)C(O)C(O)C(SCc1ccccc1)SCc1ccccc1 (centres undefined)	nt	-12
CC(C)S(=O)(=O)c1csc(C(=O)OCC(=O)c2ccccc2)c1N	nt	2&-13
CCOc1ccc(NC(=O)Nc2nnc(-c3ccc(OC)c(OC)c3)s2)cc1	0	0
CCOC(=O)c1ccccc1NC(=O)c1nc(SC)ncc1Cl	1	-8
Cc1ncnc2c1CCC(=O)N2CCc1c(C)noc1C	18	-6
O=C(c1c(F)c(F)c(F)c(F)c1F)N1CCN(C/C=C/c2ccccc2)CC1	9	0
O=C(Nc1cccc2ncccc12)c1sc2ccccc2c1Cl	49	3
COCCNC(=O)c1cn(C2CCCCC2)c(=O)c2c1c1ccccc1n2C	-1	-4
O=C1Nc2ccc(Br)cc2/C1=C/c1ccccc1	48	-6
CC1(C)CC(=O)C2=C(C1)N(c1ncn[nH]1)C(N)=C(C#N)C2c1cccc(Br)c1 (centres undefined)	0	0
C=CCOC(=O)COc1ccc2c(=O)c(Oc3cccc(OC)c3)c(C)oc2c1	-5	0
Cc1ccc(F)cc1S(=O)(=O)NCCC1CCN(C(=O)c2ccccc2)CC1	54*	2
COc1ccc(CCN2CC(C(=O)NCc3ccc(C)c(C)c3)CC2=O)cc1OC (centres undefined)	9	-1
O=C(CSCc1ccco1)NCc1ccc2c(c1)OCO2	nt	-2
Cc1ccc(S(=O)(=O)NC(=O)NC(=O)N(C)S(=O)(=O)c2ccc(C)cc2)cc1	-5	-3
COc1ccc(CNc2ncnc3c2cnn3-c2ccc(C)cc2C)cc1	14	-9
Cc1c(C(=O)NCc2ccc3c(c2)OCO3)cccc1[N+](=O)[O-]	-5	-6
Cc1ccc(Cl)cc1Nc1nnc(C)c(=O)[nH]1	18	-7
COc1cc([N+](=O)[O-])ccc1NC(=O)c1oc(=O)c2ccccc2c1-c1ccc(C)cc1	4	-2
O=C(O)C1(c2cccs2)CCCCC1	-1	2
Nc1nnc(SC(c2ccccc2)c2ccccc2)s1	2	-3
Cc1cc(O)c(CN2CCOCC2)c2c1C(=O)C(=Cc1cc3ccccc3o1)O2	6	0
CCc1nc(-c2c(C)cc(C)nc2NC(=O)c2cccc(Cl)c2)no1	-4	-3
O=C(NC1CC2CC1CN2C(=O)CCc1ccccc1)c1ccccc1 (centres undefined)	5	-3
CCC(C)NC(=O)N1CCN(Cc2nc3cccnc3n2-c2cccc(C)c2)CC1 (centres undefined)	-2	-7
COc1ccc(-c2cc(C(F)(F)F)nc(-n3ccnc3C)n2)cc1OC	-1	2
COc1ccc(CC(=O)N2CCCC2c2ccc(C)cc2)cc1 (centres undefined)	-2	-1
O=C(NCC1CCN(C(=O)Oc2ccccc2)CC1)c1ccc2nsnc2c1	-6	-4

In the list so far, 2 contain bromine.
SMILES	mHTT CaM bind	Pf apPOL block
O=C1Nc2ccc(Br)cc2/C1=C/c1ccccc1	48	-6
CC1(C)CC(=O)C2=C(C1)N(c1ncn[nH]1)C(N)=C(C#N)C2c1cccc(Br)c1 (centres undefined)	0	0

Next section
SMILES	mHTT CaM bind	Pf apPOL block
COC(CN1C(=O)C2C3C=CC(C3)C2C1=O)OC (centres undefined)	-3	0
CC1c2ccsc2CCN1S(=O)(=O)c1ccccc1 (centres undefined)	nt	2
COc1ccc(CC(C)(O)CNC(=O)c2cccs2)cc1 (centres undefined)	-11	-3
Cc1ccc(NC(=O)c2cc3ccccc3o2)c(C)c1	-17	2
Cc1ccc(-n2nc3c(c2NC(=O)c2ccco2)CSC3)c(C)c1	52*	-10
Cc1cc(C)cc(N2CCN(C(=O)c3ccccc3C)C(C)C2=O)c1 (centres undefined)	-2	-1
Cc1ccc([N+](=O)[O-])cc1NC(=O)c1ccc(C(C)(C)C)cc1	-4	-4
O=C1C=C(Nc2cccc(Cl)c2)CC(c2ccco2)C1 (centres undefined)	5	1
COCCn1cc2c3c(cccc31)CN(C(=O)c1cccc(F)c1)CC2	54*	-1
CCc1ccc2[nH]cc(C(=O)O)c(=O)c2c1	-2	-4
Cc1ccc(N(CC(=O)NC2CCCCCC2)S(C)(=O)=O)c(C)c1	0	-2
Cn1cc(-c2noc(-c3cccnc3)n2)ccc1=O	-2	-3
CCSc1nnc(-c2nn(C)c3c2CN(C(=O)c2cccs2)CC3)n1C	-2	-1
COc1ccc(Cl)cc1NC(=O)N1CCN(c2nc3ccccc3[nH]2)CC1	-10	-1
O=C(Cc1ccc([N+](=O)[O-])cc1)NCc1ccco1	0	0
C=C(C)c1cccc(C(C)(C)NC(=O)NCC2COCCO2)c1 (centres undefined)	11	0
COc1ccc(OC)c(-c2cc3ccc(OC(=O)c4cc(OC)c(OC)c(OC)c4)cc3oc2=O)c1	2	-5
COc1ccc(NCc2ccccc2[N+](=O)[O-])cc1OC	64*	4
COCCCNc1c2c(nc3ccccc13)CCC2	2	0
CCC1SC(=Nc2ccccc2)N(S(=O)(=O)c2ccccc2)C1=O (centres undefined)	4	-9
CCOc1ccccc1NC(=O)N1CCC2(C1)C(=O)N(C)c1ccccc12 (centres undefined)	6	-1
CCc1csc2nc(C)c(NC(=O)C(C)C)c(=O)n12	-9	0
Cn1nc(-c2cccs2)cc1C(=O)NCc1ccc(F)cc1F	-26	-7
O=C(O)CCC(=O)N1CCN(C(=O)c2ccco2)CC1	-4	5
COc1ccc(C(=O)C=Cc2ccc(Br)cc2)cc1	-9	-9
O=[N+]([O-])c1ccc(N=Cc2cc(Br)cc([N+](=O)[O-])c2O)cc1	15	-4
O=c1c(O)c(-c2ccc(O)c(O)c2)oc2ccc(O)cc12	49	nt
ONC(=Nc1cc(Cl)ccc1Cl)C(=Nc1cc(Cl)ccc1Cl)NO	25	-2
NNC(=O)c1n[nH]c2ccccc12	nt	-4
CNC(=O)Nc1ccc(C2(C(=O)N3CCN(c4ccc(OC)cc4)CC3)CCC2)cc1	28	-1
CN1C(=O)C(=O)C(=C(O)c2ccc(Br)cc2)C1c1ccc(F)cc1 (centres undefined)	3	-5
COC(=O)c1ccc2c(c1)C(=O)C(=Cc1ccccc1F)O2	7	-6
COCCC1CCN(C(=O)CNC(=O)c2ccc(C)cc2)CC1	2	0
CCCCC(=O)Nc1c(-c2cccc(Cl)c2)nc2ccc(C)cn12	40	-2
CCOC(=O)c1ccc(NC(=O)Cn2nc3c(cc2=O)CC(C)CC3)cc1 (centres undefined)	7	-2
COc1ccccc1CNC(=O)C(=O)NC(C)C	2	-7
Cc1ccc(C2=N/C(=C\c3ccc(N(C)C)cc3)C(=O)O2)cc1[N+](=O)[O-]	-2	-3
CNC(=O)c1cc2c(=O)n3ccccc3nc2n(CCCOC)c1=N	-1	-6
CC(C)(O)C#Cc1ccc(N2C(c3ccsc3)=Cc3ccc(F)cc3C2c2c[nH]c3ccc(C#N)cc23)cc1 (centres undefined)	-7	-4
Cc1ccc(C(=O)N2CCC(CC(=O)NCCCN(C)c3ccccc3)CC2)cc1	51*	-4
O=C1c2ccccc2NC(c2ccc3c(c2)OCO3)N1O (centres undefined)	17	0
CC(=O)Nc1cc(-c2nc3ccc(C)cc3o2)ccc1Cl	-3	-9
COc1ccc(COc2cc(-c3cccc(OC)c3)nc3ccc(NC(=O)c4ccccc4)cc23)cc1	4	-2
Cc1ccc(NC(=O)C2CCCN(C(=O)c3ccc(Cl)cc3)C2)cc1 (centres undefined)	24	-6
Cc1ccc(NC(=O)Cn2cc3c(n2)CCCC3)c(Cl)c1	-12	-2
CN(C)S(=O)(=O)N1CCC(c2nnc(-c3ccco3)o2)CC1	-8	1
CCOc1ccc(N=C2NC(=O)S/C2=C\c2ccc(OC)cc2)cc1	-2	-4
COc1ccc(C2C(C#N)=C(N)Oc3n[nH]c(-c4cccs4)c32)c(OC)c1OC (centres undefined)	15	2
Cc1c(Cl)cccc1NC(=O)CN1C(=O)C2C3CCC(C3)C2C1=O (centres undefined)	-3	-1
CCc1ccccc1NC(=O)Nc1nnc2ccccn12	-1	0
O=C(Nc1ccc(Br)cc1)c1ccc(F)c(S(=O)(=O)NCCc2ccccc2)c1	23	2
O=C(NCc1ccccc1)C(=O)c1c(O)[nH]c2ccccc12	6	-7
O=C(Nc1cccc(Cl)c1)N1CCSC1c1cccc([N+](=O)[O-])c1 (centres undefined)	7	-1
CC(C)Cn1ccc2c(cc(C(=O)NC3CC3)n2C)c1=O	-7	-3
CN(C)S(=O)(=O)c1ccc2nc(NC(=O)C3COc4ccccc4O3)sc2c1 (centres undefined)	-8	2
O=C(c1ccc(OCC2CCN(C(=O)c3ccco3)CC2)cc1)N1CCCCC1	8	-3
OCc1cc(-c2ccc3c(c2)OCCO3)on1	-9	3
N#CSCCCOc1ccc(Br)cc1	-45	-3
CC(C)(C)OC(=O)N1Cc2ccccc2CC1C(=O)NCCN1CCOCC1 (centres undefined)	nt	3
O=C(CSc1nnnn1-c1ccccc1)NCCc1ccccc1	0	-5

Next part
SMILES	mHTT CaM bind	Pf apPOL block
COc1ccc(S(=O)(=O)Nc2ccc(I)cc2)cc1OC	5	-11
Oc1c(-c2nc(-c3ccc(Cl)cc3Cl)cs2)sc2ccccc12	nt	-20
O=C1c2[nH]nc(-c3ccc(F)cc3)c2C(c2ccccc2[N+](=O)[O-])N1c1ccccc1 (centres undefined)	83*	-1
CNC(=O)Nc1cccnc1N(C)C	-4	0
CC(=O)N1CCCC2(CC(c3ccc(C#N)cc3)=CO2)C1 (centres undefined)	-9	-7
COc1ccc(-c2nnc(NC(=O)c3cnc4ccccc4n3)o2)c(OC)c1	-10	2
CCN1CCN(CCCNC(=O)C2CCN(c3nc4cccnc4s3)CC2)CC1	-13	-4
O=C(O)c1ccccc1-c1ccccc1C(=O)Nc1cccc(-c2nc3ccccc3[nH]2)c1	24	0
CCC(C)(C)C(=O)N1CCC(CCOc2ccccc2)CC1	-35	-7
Cc1cc(I)ccc1NC(=O)COc1ccc(Cl)cc1C	5	2
Cc1ccc(C)c(S(=O)(=O)N2CCC(c3noc(-c4ccccc4)n3)CC2)c1	-3	-3
Cc1nc(NC(=O)Cc2csc(NC(=O)c3ncccn3)n2)sc1C	98*	-17
CC(C)NC(=O)N1CCCC1c1ccc(Cl)cc1 (centres undefined)	-8	-1
CNc1c(Cl)ccc2c1C(=O)c1ccccc1C2=O	14	2
O=S(=O)(c1ccc(F)cc1F)N1CCC(c2noc(-c3cccc(F)c3)n2)CC1	1	-4
O=C(O)c1cccc(S(=O)(=O)Nc2ccc(I)cc2)c1	-5	-2
CC(C)CC(NC(=O)OC(C)(C)C)C(N)=O (centres undefined)	nt	-4
COc1ccc(Cl)cc1NC(=O)N1CCN(Cc2nc(-c3ccco3)cs2)CC1	64*	7
COc1ccccc1N1CCN(C(=O)C2CN(C(=O)c3ccc(F)c(F)c3)C2)CC1	-1	-9
COc1c(C(=O)N2CCN(c3ccccc3)CC2)sc2ccc(F)cc12	60*	1
C=CCNC(=O)/C(=C\c1ccc(Cl)cc1)NC(=O)c1ccco1	2	-16
Cc1ccc(C)c(Cc2ccc([N+](=O)[O-])cc2)c1	-22	-3
CC(=O)N1CCC2(CC1)N=C(c1ccccc1O)CC(c1ccc(C)cc1)N2 (centres undefined)	35	5
O=S(=O)(NC1=NCC2CCCC2N1)c1ccccc1 (centres undefined)	nt	-13
CC1=NS(=O)(=O)N(C)C=C1C(=O)OCCC(C)C	-1	7
COc1cc(Cl)c(C)cc1-n1ccn(CC(=O)c2ccc(F)cc2)c(=O)c1=O	-5	-4
O=C(Nc1ccccc1F)N1CCN(Cc2nc3cccnc3n2-c2cccc(F)c2)CC1	-1	6

Entries from the list above with an aryl methoxy group (23):
SMILES	mHTT CaM bind	Pf apPOL block
CCOc1ccc(NC(=O)Nc2nnc(-c3ccc(OC)c(OC)c3)s2)cc1	0	0
C=CCOC(=O)COc1ccc2c(=O)c(Oc3cccc(OC)c3)c(C)oc2c1	-5	0
COc1ccc(CCN2CC(C(=O)NCc3ccc(C)c(C)c3)CC2=O)cc1OC (centres undefined)	9	-1
COc1ccc(CNc2ncnc3c2cnn3-c2ccc(C)cc2C)cc1	14	-9
COc1cc([N+](=O)[O-])ccc1NC(=O)c1oc(=O)c2ccccc2c1-c1ccc(C)cc1	4	-2
COc1ccc(-c2cc(C(F)(F)F)nc(-n3ccnc3C)n2)cc1OC	-1	2
COc1ccc(CC(=O)N2CCCC2c2ccc(C)cc2)cc1 (centres undefined)	-2	-1
COc1ccc(CC(C)(O)CNC(=O)c2cccs2)cc1 (centres undefined)	-11	-3
COc1ccc(Cl)cc1NC(=O)N1CCN(c2nc3ccccc3[nH]2)CC1	-10	-1
COc1ccc(OC)c(-c2cc3ccc(OC(=O)c4cc(OC)c(OC)c(OC)c4)cc3oc2=O)c1	2	-5
COc1ccc(NCc2ccccc2[N+](=O)[O-])cc1OC	64*	4
COc1ccc(C(=O)C=Cc2ccc(Br)cc2)cc1	-9	-9
CNC(=O)Nc1ccc(C2(C(=O)N3CCN(c4ccc(OC)cc4)CC3)CCC2)cc1	28	-1
COc1ccccc1CNC(=O)C(=O)NC(C)C	2	-7
COc1ccc(COc2cc(-c3cccc(OC)c3)nc3ccc(NC(=O)c4ccccc4)cc23)cc1	4	-2
CCOc1ccc(N=C2NC(=O)S/C2=C\c2ccc(OC)cc2)cc1	-2	-4
COc1ccc(C2C(C#N)=C(N)Oc3n[nH]c(-c4cccs4)c32)c(OC)c1OC (centres undefined)	15	2
COc1ccc(S(=O)(=O)Nc2ccc(I)cc2)cc1OC	5	-11
COc1ccc(-c2nnc(NC(=O)c3cnc4ccccc4n3)o2)c(OC)c1	-10	2
COc1ccc(Cl)cc1NC(=O)N1CCN(Cc2nc(-c3ccco3)cs2)CC1	64*	7
COc1ccccc1N1CCN(C(=O)C2CN(C(=O)c3ccc(F)c(F)c3)C2)CC1	-1	-9
COc1c(C(=O)N2CCN(c3ccccc3)CC2)sc2ccc(F)cc12	60*	1
COc1cc(Cl)c(C)cc1-n1ccn(CC(=O)c2ccc(F)cc2)c(=O)c1=O	-5	-4

Some of the compounds tested; rates above refer to the full screens.
